IDE exosite inh = insulin-degrading enzyme (human) exo-site inhibition; hit rate 6.3% among 17,000; purified IDE, FL-6b probe fluorescence polarization; hits give low values; P14735; z-score at 20 µM; AID 1259349;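 active = z-score of -3 or lower, meaning strong loss of probe binding signal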;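 note: His-tagged human IDE residues 42-1019 made in E. coli with 30 nM FL-6b probe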
Target sequence (P14735 42-1019 limits assumed): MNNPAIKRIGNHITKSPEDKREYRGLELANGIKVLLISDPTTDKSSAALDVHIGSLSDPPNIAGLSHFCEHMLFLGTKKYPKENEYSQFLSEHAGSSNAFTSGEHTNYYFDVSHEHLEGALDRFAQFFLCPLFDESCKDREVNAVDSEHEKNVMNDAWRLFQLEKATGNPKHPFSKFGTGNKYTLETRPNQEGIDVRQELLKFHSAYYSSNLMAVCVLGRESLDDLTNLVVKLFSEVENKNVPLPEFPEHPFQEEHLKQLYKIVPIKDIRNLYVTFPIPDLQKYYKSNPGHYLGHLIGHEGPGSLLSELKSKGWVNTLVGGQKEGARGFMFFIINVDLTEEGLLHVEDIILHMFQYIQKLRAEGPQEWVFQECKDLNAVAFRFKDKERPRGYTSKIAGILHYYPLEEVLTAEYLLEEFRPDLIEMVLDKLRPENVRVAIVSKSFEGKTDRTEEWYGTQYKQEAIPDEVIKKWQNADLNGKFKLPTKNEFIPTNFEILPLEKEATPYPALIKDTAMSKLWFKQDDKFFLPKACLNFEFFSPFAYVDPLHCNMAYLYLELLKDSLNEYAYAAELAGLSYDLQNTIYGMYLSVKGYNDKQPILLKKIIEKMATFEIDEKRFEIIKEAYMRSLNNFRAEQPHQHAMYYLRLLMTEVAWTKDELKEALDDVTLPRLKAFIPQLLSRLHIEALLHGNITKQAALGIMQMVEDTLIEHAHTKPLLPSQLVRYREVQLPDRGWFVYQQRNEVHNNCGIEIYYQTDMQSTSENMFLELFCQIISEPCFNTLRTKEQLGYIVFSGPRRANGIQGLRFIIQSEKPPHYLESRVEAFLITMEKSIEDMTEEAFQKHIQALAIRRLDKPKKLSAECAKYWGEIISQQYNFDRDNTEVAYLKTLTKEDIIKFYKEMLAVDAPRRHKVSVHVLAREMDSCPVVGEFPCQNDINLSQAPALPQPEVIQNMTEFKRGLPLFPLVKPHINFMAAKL
The depositor's hits bear a star. An excerpt; count on the stated rates, not on these rows.

SMILES	IDE exosite inh
Cc1cccc(S(=O)(=O)N2C[C@@H](O)COC[C@@H]3O[C@@H](CC(=O)Nc4ccccc4)CC[C@H]32)c1	0.41
O=C(Cc1cccnc1)N1CC(=O)N2[C@H](CO)[C@@H](c3ccc(-c4cccc(F)c4)cc3)[C@H]2C1	2.1
CN(C)C(=O)c1ccc(-c2ccc([C@H]3[C@H]4CN(C(=O)CC5CC5)CC(=O)N4[C@H]3CO)cc2)cc1	-0.25
COc1ccc(-c2ccc([C@H]3[C@@H](C#N)N(C(=O)C4CC4)[C@@H]3CO)cc2)cc1	0.4
O=C(C[C@@H]1CC[C@H]2[C@@H](COC[C@H](O)CN2C(=O)Nc2cc(Cl)cc(Cl)c2)O1)N1CCOCC1	0.27
O=C(C[C@@H]1CC[C@@H](NC(=O)C2CC2)[C@@H](CO)O1)Nc1ccccc1	0.084
COCC(=O)Nc1ccc2c(c1)C(=O)N(C)[C@H]1CC[C@@H](CC(=O)N3CCc4ccccc4C3)O[C@@H]1CO2	-0.35
COCC(=O)NC[C@H]1[C@H](c2ccccc2)[C@@H](CO)N1C(C)=O	3.1
O=C(C[C@@H]1C[C@H]2c3cc(NC(=O)c4ccc5c(c4)OCO5)ccc3O[C@H]2[C@@H](CO)O1)NCCN1CCCCC1	-1.7
CCCC#Cc1ccc([C@H]2[C@@H](CO)N3C(=O)CN(C(=O)Cc4cccnc4)C[C@@H]23)cc1	-0.66
CCCNC(=O)Nc1ccc2c(c1)C(=O)N(C)[C@H]1CC[C@H](CC(=O)Nc3cc(F)ccc3F)O[C@@H]1CO2	0.59
O=C(Nc1cccc(F)c1)N1CCCCN2[C@H](C1)[C@H](c1ccc(-c3ccncc3)cc1)[C@@H]2CO	1.4
COc1ccccc1-c1cccc(-c2nc(C(=O)NCc3ccncc3)cc3c2[C@@H](CCO)N([S@](=O)C(C)(C)C)C3)c1	-1.2
N#C[C@H]1[C@@H](c2ccc(/C=C/c3ccccc3)cc2)[C@@H](CO)N1C(=O)C1CCCCC1	1.5
Cc1cccc(-c2ccc([C@H]3[C@H]4CN(C(=O)c5cnccn5)CC(=O)N4[C@H]3CO)cc2)c1	-5.4*
CC(C)C#Cc1ccc([C@H]2[C@@H](CO)N3C(=O)CN(C(=O)c4ccccn4)C[C@@H]23)cc1	1.5
CCS(=O)(=O)N1CC2(C1)[C@H](c1ccccc1)[C@H](CO)N2C(=O)c1ccccc1	1.1
CC(=O)N1CCCCN2[C@H](CO)[C@@H](c3ccc(-c4cccc(C)c4)cc3)[C@@H]2C1	-3.5*
Cc1cccc(-c2ccc(C3[C@@H]4CN(Cc5ccccc5F)C[C@H]3N4)cc2)c1 (some centres undefined)	-1.3
O=C(Nc1ccc(C(F)(F)F)cc1)N[C@@H]1C=C[C@H](CC(=O)N2CCCCC2)O[C@@H]1CO	-0.39

Structures shown so far that contain four or more nitrogen atoms (four):
SMILES	IDE exosite inh
CCCNC(=O)Nc1ccc2c(c1)C(=O)N(C)[C@H]1CC[C@H](CC(=O)Nc3cc(F)ccc3F)O[C@@H]1CO2	0.59
O=C(Nc1cccc(F)c1)N1CCCCN2[C@H](C1)[C@H](c1ccc(-c3ccncc3)cc1)[C@@H]2CO	1.4
COc1ccccc1-c1cccc(-c2nc(C(=O)NCc3ccncc3)cc3c2[C@@H](CCO)N([S@](=O)C(C)(C)C)C3)c1	-1.2
Cc1cccc(-c2ccc([C@H]3[C@H]4CN(C(=O)c5cnccn5)CC(=O)N4[C@H]3CO)cc2)c1	-5.4*

Back to the main list, repeating the 2 entries before the break.
SMILES	IDE exosite inh
Cc1cccc(-c2ccc(C3[C@@H]4CN(Cc5ccccc5F)C[C@H]3N4)cc2)c1 (some centres undefined)	-1.3
O=C(Nc1ccc(C(F)(F)F)cc1)N[C@@H]1C=C[C@H](CC(=O)N2CCCCC2)O[C@@H]1CO	-0.39
O=C(Nc1ccccc1F)N[C@@H]1CC[C@H](CCNC(=O)C2CC2)O[C@H]1CO	4
CCC(=O)N1CC(=O)N2[C@@H](CO)[C@H](c3ccc(C#CCc4ccccc4)cc3)[C@@H]2C1	-3.8*
CCS(=O)(=O)N1CC(=O)N2[C@@H](CO)[C@@H](c3ccc(C#CC4CCCCC4)cc3)[C@@H]2C1	1.6
CCC(=O)N1CCCCN2[C@H](CO)[C@H](c3ccc(C#Cc4cccnc4)cc3)[C@H]2C1	-3.2*
OC[C@H]1[C@H](c2ccc(-c3cccc(F)c3)cc2)[C@@H]2CN(Cc3cncnc3)CCCCN12	0.66
CN1CCN(C(=O)C[C@@H]2CC[C@H]3[C@@H](COC[C@H](O)CN3C(=O)Nc3ccc4c(c3)OCO4)O2)CC1	-0.55
C[C@@H]1CC=CC[C@H](c2ccc3c(c2)OCO3)NC(=O)[C@H](C)N(C)C(=O)c2ccccc2O1 (mixture of isomers)	-0.33
O=C(C[C@H]1CC[C@H]2[C@@H](COC[C@H](O)CN2C(=O)Nc2ccccc2)O1)NCc1ccccc1F	0.83
CO[C@@H]1CN(C)C(=O)c2ccc(NS(C)(=O)=O)cc2OC[C@@H](C)N(C(=O)CN(C)C)C[C@H]1C	0.3
COc1ccc(NC(=O)N2CC(=O)N3[C@H](CO)[C@H](c4ccc(-c5ccc(C)cc5)cc4)[C@@H]3C2)cc1	1.1
OC[C@H]1[C@H](c2ccc(-c3ccc(F)cc3)cc2)[C@H]2CN(CCC(F)(F)F)CCCCN21	2.1
COc1ccc(C#Cc2ccc([C@H]3[C@H]4CN(C(=O)NC(C)C)CC(=O)N4[C@H]3CO)cc2)cc1	0.48
Cc1noc(C)c1NC(=O)Nc1ccc2c(c1)C(=O)N(C)[C@@H]1CC[C@H](CC(=O)N[C@H]3CCN(Cc4ccccc4)C3)O[C@H]1CO2	-1.2
O=C(CN1CCOCC1)N1CCCCN2[C@H](CO)[C@H](c3ccc(C#Cc4ccccc4)cc3)[C@H]2C1	-8.7*
C[C@@H](NC(=O)C[C@@H]1CC[C@H]2[C@@H](COc3ccc(NC(=O)C4CCOCC4)cc3C(=O)N2C)O1)c1ccccc1	-1.3
CCS(=O)(=O)N1Cc2cc(C(=O)NCCOC)nc(-c3cccc(-c4ccncc4)c3)c2[C@@H]1CCO	-0.14
COCC(=O)N1[C@H](C#N)[C@@H](c2ccccc2-c2cccc(F)c2)[C@@H]1CO	0.86
O=C(Nc1cccc(F)c1)N1CC(=O)N2[C@H](CO)[C@H](c3ccc(C#CC4CC4)cc3)[C@@H]2C1	-0.96
C/C=C/c1ccc([C@@H]2[C@@H](CO)N(C(=O)COC)[C@H]2CNC(=O)CC)cc1	3.4
O=C(c1cnccn1)N1CC(=O)N2[C@H](C1)[C@@H](c1ccc(-c3ccccc3)cc1)[C@@H]2CO	-6*

Among those listed so far, 2 have a CF3 group.
SMILES	IDE exosite inh
O=C(Nc1ccc(C(F)(F)F)cc1)N[C@@H]1C=C[C@H](CC(=O)N2CCCCC2)O[C@@H]1CO	-0.39
OC[C@H]1[C@H](c2ccc(-c3ccc(F)cc3)cc2)[C@H]2CN(CCC(F)(F)F)CCCCN21	2.1

(cont.)
SMILES	IDE exosite inh
O=C(Nc1ccc(C(F)(F)F)cc1)N1C[C@@H]2N[C@H](C1)C2c1ccc(/C=C/c2ccccc2)cc1 (some centres undefined)	4.1
COc1ccc(-c2ccc(C3[C@H]4CNC[C@@H]3N4Cc3nccs3)cc2)cc1 (some centres undefined)	2.3
O=C(CN1CCOCC1)N[C@@H]1CC[C@H](CCn2cc(C3CC3)nn2)O[C@H]1CO	0.82
O=C(Nc1ccccc1)N1CC(=O)N2[C@@H](CO)[C@H](c3ccc(C#CC4CC4)cc3)[C@@H]2C1	-0.6
CCCC#Cc1cnc2c(c1)C(=O)N([C@H](C)CO)C[C@H](C)[C@@H](CN(C)C(=O)Nc1cc(F)ccc1F)O2	-1.7
Cc1ccccc1-c1ccc([C@@H]2[C@H](CO)N3CCCCN(C(=O)Nc4cccc(F)c4)C[C@@H]23)cc1	0.19
CO[C@@H]1CN(C)C(=O)c2cc(NC(=O)Nc3cc(F)ccc3F)ccc2OC[C@@H](C)NC[C@H]1C	-0.83
Cc1noc(C)c1NC(=O)N[C@H]1C=C[C@@H](CC(=O)Nc2ccc(-c3ccccc3)cc2)O[C@@H]1CO	-0.68
CC(=O)N1CC(=O)N2[C@H](CO)[C@H](c3ccc(C#CC(C)C)cc3)[C@@H]2C1	0.77
O=C(Nc1ccc(F)cc1)N1CCCCN2[C@H](C1)[C@H](c1ccc(-c3ccncc3)cc1)[C@@H]2CO	4.9
CNC(=O)C[C@@H]1CC[C@H]2[C@H](COc3ccc(NC(=O)c4ccccc4F)cc3C(=O)N2C)O1	0.09
O=C(c1ccccc1)N1CC(=O)N2[C@@H](CO)[C@H](c3ccc(/C=C/c4ccccc4)cc3)[C@@H]2C1	-3.4*
O=C(c1cccnc1)N1CC(=O)N2[C@@H](CO)[C@H](c3ccc(/C=C/c4ccccc4)cc3)[C@@H]2C1	-15*
CCCC(=O)Nc1ccc2c(c1)C(=O)N(C)C[C@@H](OC)[C@@H](C)CN(Cc1ccc(F)cc1)[C@H](C)CO2	-0.14
O=C(CN1CCOCC1)N1CCCCN2[C@@H](CO)[C@@H](c3ccc(C#Cc4ccccc4)cc3)[C@@H]2C1	-5.5*
Cc1ccc(-c2ccc([C@@H]3[C@@H](CO)N4C(=O)CN(C(=O)c5ccncc5)C[C@@H]34)cc2)cc1	2
N#C[C@@H]1[C@H](c2ccc(-c3cccnc3)cc2)[C@H](CO)N1C(=O)C1CCOCC1	0.95
CN1C(=O)c2cc(NC(=O)C3CCOCC3)ccc2OC[C@H]2O[C@H](CC(=O)NCc3ccccc3F)CC[C@H]21	-0.18
O=C(Nc1cc(F)ccc1F)N[C@@H]1CC[C@@H](CCn2cc(C3CCCCC3)nn2)O[C@H]1CO	0.37
O=C(CC1CC1)N1CC2(C1)[C@@H](c1ccccc1)[C@@H](CO)N2S(=O)(=O)Cc1ccccc1	-1.4
N#Cc1cccc(-c2ccc([C@H]3[C@H]4CN(S(=O)(=O)c5ccccc5)CCCCN4[C@H]3CO)cc2)c1	1.1
CN1C(=O)c2cc(NC(=O)Nc3ccccc3F)ccc2OC[C@H]2O[C@H](CC(=O)NCCc3ccncc3)CC[C@H]21	0.18
O=C(c1ccccc1F)N1C[C@H]2[C@@H](c3ccccc31)[C@H](CO)N2C(=O)Nc1ccccc1	-0.12
Cc1noc(C)c1NC(=O)Nc1ccc2c(c1)C(=O)N([C@H](C)CO)C[C@@H](C)[C@H](CN(C)S(=O)(=O)c1cccs1)OCCCC[C@@H](C)O2	0.61
COc1ccc(-c2ccc([C@@H]3[C@@H](CO)N4CCCCN(C(=O)NC(C)C)C[C@H]34)cc2)cc1	-4.1*
CCOC(=O)c1cc2c(c(-c3cccc(C#CCN(C)C)c3)n1)[C@@H](CCO)N(S(=O)C(C)(C)C)C2 (some centres undefined)	-0.16
O=C(Nc1ccc2c(c1)[C@H]1C[C@H](CC(=O)N3CCc4ccccc4C3)O[C@H](CO)[C@H]1O2)c1ccc2c(c1)OCO2	0.12
O=C(C[C@@H]1CC[C@@H]2[C@H](COC[C@H](O)CN2C(=O)Nc2cccc(F)c2)O1)NCCCN1CCOCC1	0.32
C[C@@H]1CN([C@H](C)CO)C(=O)CCCn2cc(nn2)CO[C@H]1CN(C)S(=O)(=O)c1ccc(-n2cccn2)cc1	-0.48
Cc1ccc(-c2ccc([C@H]3[C@H]4CN(S(=O)(=O)c5cccc(F)c5)CC(=O)N4[C@H]3CO)cc2)cc1	2
OC[C@H]1[C@@H](c2ccc(-c3ccccc3)cc2)[C@H]2CN(CCC(F)(F)F)CCCCN21	1.8
CCCNC(=O)N[C@@H]1C=C[C@@H](CC(=O)N2CCN(C)CC2)O[C@H]1CO	0.77
CC(=O)N(C)C[C@@H]1[C@@H](c2ccccc2)[C@H](CO)N1C(=O)C1CC1	0.97
O=S(=O)(c1ccc(F)cc1)N1CCCCN2[C@H](CO)[C@H](c3ccc(C#CC4CC4)cc3)[C@@H]2C1	4.3
C[C@@H]1CC(=O)NCC/C=C\C[C@@H](c2cccc(Cl)c2)NC1=O	0.37
COc1cccc(-c2ccc([C@H]3[C@H](CO)N4CCCCN(C(=O)c5ccc6c(c5)OCO6)C[C@@H]34)cc2)c1	0.9
COc1ccc(NC(=O)N(C)C[C@@H]2OCc3ccccc3-c3ccccc3C(=O)N([C@@H](C)CO)C[C@H]2C)c(OC)c1	-0.3
O=C(Nc1cc(F)ccc1F)N1CC(=O)N2[C@@H](CO)[C@@H](c3ccc(-c4cccnc4)cc3)[C@@H]2C1	1.9
CCC(=O)N1CCCCN2[C@H](CO)[C@H](c3ccc(C#Cc4cccnc4)cc3)[C@@H]2C1	-10*
C[C@@H]1CCCCO[C@@H](CN(C)C(=O)Nc2ccc(C(F)(F)F)cc2)[C@H](C)CN([C@H](C)CO)C(=O)c2cc(NS(=O)(=O)c3cn(C)cn3)ccc2O1	0.88
COc1ccc2c3c([nH]c2c1)[C@@H](CO)N(S(=O)(=O)c1ccc(C)cc1)CC31CCN(Cc2nccs2)CC1	0.56
CN1c2ccc(-c3ccc(C#N)cc3)cc2[C@H]2[C@H](CCN2S(=O)(=O)c2ccc(F)cc2)[C@H]1CO	2.1
COc1ccc2c3c(n(C)c2c1)[C@@H](CO)N(CC1CC1)CC31CN(C(=O)CC2CC2)C1	-0.3
CCCNC(=O)N1[C@@H]2CN(C(=O)c3ccncc3)c3ccccc3[C@@H]2[C@@H]1CO	1.4
C/C=C/c1ccc([C@@H]2[C@H]3CN(S(=O)(=O)c4ccccc4)CCCCN3[C@H]2CO)cc1	1.2
C[C@@H]1CN([C@H](C)CO)C(=O)c2c(c3ccccc3n2C)-c2ccccc2CO[C@@H]1CN(C)C(=O)[C@H](Cc1ccccc1)N(C)C	0.2
Cc1ccc(-c2ccc([C@@H]3[C@@H](CO)N4C(=O)CN(C(=O)Cc5ccccn5)C[C@@H]34)cc2)cc1	-2.6
O=C(Nc1cc(F)ccc1F)N[C@H]1CC[C@@H](CCn2cc(C3CCCCC3)nn2)O[C@H]1CO	0.036

Screens: PubChem BioAssay, Broad Institute
